GAA glycogen mod – alters human alpha-glucosidase cleavage of glycogen; AID 2100; recombinant GAA, glycogen substrate, Amplex Red glucose oxidase fluorescence; Potency, µM (series often up to 76.4 µM), inactives show at the highest dose activity change, negative = inhibition, most hits filed as inhibitors; actives 0.38% (n = 300,000); P10253;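 note: 0% = full enzyme reaction and -100% = no-enzyme basal signal; the screen sought inhibitors and activators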
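Recombinant enzyme (4 nM final) with compounds titrated up to 77 uM and bovine liver glycogen (30 ug) in citrate pH 5.0, 0.01% Tween-20, 37 C 40 min. Released glucose detected by Amplex Red/glucose oxidase (Ex 573/Em 610); AC50 from Hill fits.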
SMN2 splice enh – SMN2 splice variant enhancement; HEK293 SMN2-luciferase splicing reporter, luminescence, 30-36 h; Potency, µM (top dose mostly 46.1 µM), without a hit: at the top dose activity change, positive = activation, actives largely listed as activators; actives 2.8% (n = 210,000); note: % of control where 0% means no effect; nearly all actives have a fitted effect of over 55% in size
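qHTS luciferase splicing reporter: luminescence rises when SMN2 exon 7 is included in transfected HEK293 cells. Compound exposure lasted 30-36 h at 37C, with 4.5 mM final sodium butyrate as control, followed by a ONE-Glo read.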
* = called active by the depositor; ? = inconclusive; & = joins results of further samples; [ ] = another dose, or the depositor's remark. Calls come from the whole dose curve; as a rule, active = well fitted curve in the direction sought with a large enough effect; inconclusive = small, poorly fitted or top-dose-only effect, or another doubt; inactive = no such curve, though single readings can be large; an effect the other way counts as inactive or inconclusive. Potency is the fitted concentration of half-maximal effect.

> CCOc1ccccc1NC(=O)CSc1cc(=O)n(CC)c2ccccc12
  GAA glycogen mod = -7%[76.3 µM]
  SMN2 splice enh = 15%

> Cc1ccc(C)c(Cn2c(=O)n(-c3ccc(Cl)cc3)c(=O)c3c(C)c(C)sc32)c1
  GAA glycogen mod = 17%[76.3 µM]
  SMN2 splice enh = -11%

> Cc1ccc2c(=O)cc(C(=O)Nc3sc4c(c3C(=O)NCc3ccco3)CCCC4)oc2c1C
  GAA glycogen mod = 18%[76.3 µM]
  SMN2 splice enh = 4%

> O=C(COc1ccccc1F)Nc1c(C(=O)Nc2cccc(F)c2)oc2ccccc12
  GAA glycogen mod = 7%[76.3 µM]
  SMN2 splice enh = 6%

> O=C(Nc1ccc(Cl)c(C(F)(F)F)c1)C(Cc1ccccc1)NS(=O)(=O)c1ccc(Br)s1 (configuration not stated)
  GAA glycogen mod = 14%[76.3 µM]
  SMN2 splice enh = -2%

> Cc1cc(C)cc(NC(=O)CN(C)S(=O)(=O)c2ccc3c(c2)CCC(=O)N3)c1
  GAA glycogen mod = -13%[76.3 µM]
  SMN2 splice enh = -7%

> Cc1ccc(C)c(N2CCN(C(=O)c3cc4cc5ccc(C)cc5nc4o3)CC2)c1
  GAA glycogen mod = 12%[76.3 µM]
  SMN2 splice enh = -1%

> CCOC(=O)c1c(NC(=O)c2cc(=O)c3cc(Cl)ccc3o2)sc(C)c1C
  GAA glycogen mod = 14%[76.3 µM]
  SMN2 splice enh = 2%

> Cc1ccc(N(CC(=O)N2CCN(c3cc(C)ccc3C)CC2)S(=O)(=O)c2c(C)nn(C)c2C)cc1
  GAA glycogen mod = 3%[76.3 µM]
  SMN2 splice enh = -17%

> CCn1nc(-c2ccccc2)c(-c2ccccc2)c(C(=O)Nc2ccccc2C#N)c1=O
  GAA glycogen mod = 11%[76.3 µM]
  SMN2 splice enh = -6%

> CCc1ccc(C(=O)c2cn(CC(=O)Nc3cc(OC)ccc3OC)c3ccc(Cl)cc3c2=O)cc1
  GAA glycogen mod = -17%[76.3 µM]
  SMN2 splice enh = 15%

> Cc1ccc(NC(=O)Cn2c(=O)n(Cc3ccccc3)c(=O)c3sc4ccccc4c32)cc1
  GAA glycogen mod = -7%[76.3 µM]
  SMN2 splice enh = 6%

> CCc1ccc2oc(C(=O)Nc3nonc3CC)c(C)c2c1
  GAA glycogen mod = 13%[76.3 µM]
  SMN2 splice enh = 11%

> CCOc1ccc(NC(=O)[C@@H](c2ccccc2)N2Cc3ccccc3C2=O)cc1
  GAA glycogen mod = 8%[76.3 µM]
  SMN2 splice enh = -3%

> CCOc1ccc(NC(=O)CCc2c(C)nc3c4c(C)cc(C)nc4nn3c2C)cc1
  GAA glycogen mod = 6%[76.3 µM]
  SMN2 splice enh = 23%

Compound profiles, as listed above. Screens in order: GAA glycogen mod, SMN2 splice enh
Shown for CCOc1ccccc1NC(=O)CSc1cc(=O)n(CC)c2ccccc12 = -7%[76.3 µM], 15%
Shown for Cc1cc(C)cc(NC(=O)CN(C)S(=O)(=O)c2ccc3c(c2)CCC(=O)N3)c1 = -13%[76.3 µM], -7%
Shown for CCOc1ccc(NC(=O)CCc2c(C)nc3c4c(C)cc(C)nc4nn3c2C)cc1 = 6%[76.3 µM], 23%

Additional results follow.
> CCOc1ccccc1NC(=O)CCCc1nc(-c2ccccc2Cl)no1
  GAA glycogen mod = 4%[76.3 µM]
  SMN2 splice enh = 7%

> COC(=O)c1ccc(Nc2nc(-c3ccc(C)cc3)nc3ccccc23)cc1
  GAA glycogen mod = 0%[76.3 µM]
  SMN2 splice enh = 6%

> CCOc1ccc(-c2nonc2NC(=O)COc2ccc(C)c(C)c2)cc1OCC
  GAA glycogen mod = -4%[76.3 µM]
  SMN2 splice enh = 11%

> CCNc1nc2c(c(=O)n(C)c(=O)n2C)n1CC(O)COc1ccccc1 (configuration not stated)
  GAA glycogen mod = 10%[76.3 µM]
  SMN2 splice enh = -16%

> O=C(CSc1nc2ccccc2n1Cc1cccc(F)c1)N1CCN(c2ccc(F)cc2)CC1
  GAA glycogen mod = 13%[76.3 µM]
  SMN2 splice enh = 2%

> Cc1ccc(C)c(NC(=O)CCCN2C(=O)COc3ccc(C)cc32)c1
  GAA glycogen mod = -10%[76.3 µM]
  SMN2 splice enh = -9%

> Cc1cc2oc3c(c(=O)c2cc1C)C1(C(=O)N(C)c2ccccc21)N(CCO)C3=O (configuration not stated)
  GAA glycogen mod = 4%[76.3 µM]
  SMN2 splice enh = -3%

> Cc1nc2nc(NCc3cccc(Cl)c3)[nH]n2c(=O)c1Cc1ccccc1
  GAA glycogen mod = -9%[76.3 µM]
  SMN2 splice enh = 10%

> COc1ccc(CCNC(=O)CCc2c(C)nc3c4c(C)cc(C)nc4nn3c2C)cc1OC
  GAA glycogen mod = -10%[76.3 µM]
  SMN2 splice enh = -1%

> O=C(Nc1nc2ccccc2n1CCOc1ccccc1Cl)c1ccccc1
  GAA glycogen mod = -6%[76.3 µM]
  SMN2 splice enh = 18%

> Cc1nc2nc(-c3ccc(Cl)cc3Cl)nn2c(C)c1CCC(=O)Nc1ccc(F)cc1
  GAA glycogen mod = 11%[76.3 µM]
  SMN2 splice enh = 2%

> N#Cc1ccc(-c2cccs2)nc1SCC(=O)Nc1cccc(C(F)(F)F)c1
  GAA glycogen mod = -3%[76.3 µM]
  SMN2 splice enh = -26%

> O=C(NCCC1=CCCCC1)c1ccc2c(c1)N(Cc1ccc(Cl)cc1)C(=O)c1ccccc1S2(=O)=O
  GAA glycogen mod = -16%[76.3 µM]
  SMN2 splice enh = 29%

> COCC(C)NC(=O)c1cc2c(=O)n3cccc(C)c3nc2s1 (configuration not stated)
  GAA glycogen mod = 13%[76.3 µM]
  SMN2 splice enh = -16%

> Fc1ccc(-c2cc(-c3ccccc3)c3c(n2)-c2ccccc2OC3)cc1
  GAA glycogen mod = 9%[76.3 µM]
  SMN2 splice enh = 5%

> COc1ccc(CNc2nc(-c3ccc(Cl)cc3)nn2S(=O)(=O)c2ccc(C)cc2)cc1
  GAA glycogen mod = 8%[76.3 µM]
  SMN2 splice enh = -8%

> COc1cc(NC(=O)Cn2nnnc2-c2ccccc2F)cc(OC)c1OC
  GAA glycogen mod = -10%[76.3 µM]
  SMN2 splice enh = 6%

> COc1ccc(-c2cc(C(F)(F)F)nc(SCC(=O)N(C)Cc3ccccc3)n2)cc1OC
  GAA glycogen mod = 7%[76.3 µM]
  SMN2 splice enh = -26%

> O=C(Cn1c(=O)n(-c2ccccc2)c(=O)c2sc3ccccc3c21)NC1CCCC1
  GAA glycogen mod = -11%[76.3 µM]
  SMN2 splice enh = -7%

> O=C(NCCCN1CCN(c2ccc(F)cc2)CC1)c1cc2c(s1)-c1ccccc1OC2
  GAA glycogen mod = -11%[76.3 µM]
  SMN2 splice enh = -17%

> COc1cccc(Cn2cc(C(=O)c3ccccc3)c(=O)c3cc4c(cc32)OCO4)c1
  GAA glycogen mod = 6%[76.3 µM]
  SMN2 splice enh = -1%

> Cn1c(=O)c2nc3ccc(NC(=O)C(F)(F)F)cc3nc2n(C)c1=O
  GAA glycogen mod = 6%[76.3 µM]
  SMN2 splice enh = -5%

> CCCN(CCC)C(=O)Cn1c(=O)n(Cc2ccc(C(=O)NCCc3ccc(OC)c(OC)c3)cc2)c(=O)c2ccccc21
  GAA glycogen mod = -7%[76.3 µM]
  SMN2 splice enh = -12%

> CCOc1ccc(C(=O)Nc2cccc(OCc3cc(=O)n4cc(C)sc4n3)c2)cc1
  GAA glycogen mod = 2%[76.3 µM]
  SMN2 splice enh = -4%

> Cc1cccc(NC(=O)c2sc3nc4c(cc3c2N)CN(Cc2ccccc2)CC4)c1
  GAA glycogen mod = 15%[76.3 µM]
  SMN2 splice enh = -9%

> CCc1ccc(N(CC)C(=O)c2cc3c(=O)oc4ccc(C)cc4c3s2)cc1
  GAA glycogen mod = -5%[76.3 µM]
  SMN2 splice enh = -2%

> CCCCCOc1ccccc1CN1C(=O)C(=O)c2cc(C)ccc21
  GAA glycogen mod = -25%[76.3 µM]
  SMN2 splice enh = 3%

> COC(=O)c1ccc(OC)c(Cn2c(=O)n(Cc3ccccc3)c(=O)c3c2c2cc(OC)ccc2n3C)c1
  GAA glycogen mod = 11%[76.3 µM]
  SMN2 splice enh = -3%

> COCCCNC(=O)C1CCN(c2cc(C)nc3c(-c4ccc(Cl)cc4)c(C)nn23)CC1
  GAA glycogen mod = -15%[76.3 µM]
  SMN2 splice enh = -12%

> Cc1ccc(-n2c(=O)c3c(cnn3C)n(Cc3ccccc3F)c2=O)cc1
  GAA glycogen mod = -3%[76.3 µM]
  SMN2 splice enh = 3%

Ordered by formula weight (largest number first): some entries from above.
> COCCCNC(=O)C1CCN(c2cc(C)nc3c(-c4ccc(Cl)cc4)c(C)nn23)CC1
  GAA glycogen mod = -15%[76.3 µM]
  SMN2 splice enh = -12%

> COc1cc(NC(=O)Cn2nnnc2-c2ccccc2F)cc(OC)c1OC
  GAA glycogen mod = -10%[76.3 µM]
  SMN2 splice enh = 6%

> CCCCCOc1ccccc1CN1C(=O)C(=O)c2cc(C)ccc21
  GAA glycogen mod = -25%[76.3 µM]
  SMN2 splice enh = 3%

Part of the list above in a different format:
canonical_smiles | GAA glycogen mod | SMN2 splice enh
COC(=O)c1ccc(OC)c(Cn2c(=O)n(Cc3ccccc3)c(=O)c3c2c2cc(OC)ccc2n3C)c1 | 11%[76.3 µM] | -3%
Cc1cccc(NC(=O)c2sc3nc4c(cc3c2N)CN(Cc2ccccc2)CC4)c1 | 15%[76.3 µM] | -9%
Cn1c(=O)c2nc3ccc(NC(=O)C(F)(F)F)cc3nc2n(C)c1=O | 6%[76.3 µM] | -5%

(further entries)
Screens in order – GAA glycogen mod	SMN2 splice enh
> COc1ccc(Br)cc1C1C(C(=O)Nc2ccc(C)cc2C)=C(C)Nc2ncnn21 (configuration not stated)
 : -1%[76.3 µM]	-5%
> Fc1ccc(CNc2cc(-c3ccccc3)nc3nncn23)cc1
 : -4%[76.3 µM]	-19%
> CCc1nn(CC(=O)NC(C)CCc2ccccc2)c(=O)c2cc3cc(F)ccc3n12 (configuration not stated)
 : 5%&-8%[76.3 µM]	-13%
> CCCCCn1c(=O)[nH]c2cc(C(=O)NCc3ccc(Cl)cc3)ccc2c1=O
 : -4%[76.3 µM]	3%
> Cc1cc2c(cc1C)NC(CC(=O)Nc1ccccc1)C(=O)N2 (configuration not stated)
 : ?	?
> COc1ccc(CNC(=O)CSCc2nc(-c3ccccc3C)oc2C)cc1
 : -14%[76.3 µM]	-17%
> COc1cccc(N2C(=O)C(CC(=O)Nc3ccc(Cl)cc3)N(Cc3ccc4c(c3)OCO4)C2=O)c1 (configuration not stated)
 : -11%[76.3 µM]	8%
> CC(=O)c1ccc(NC(=O)Nc2ccc3snnc3c2)cc1
 : 14%[76.3 µM]	?
> CCOc1ccc(N2C(=O)c3[nH]nc(-c4ccc(OC)cc4)c3C2c2cccs2)cc1 (configuration not stated)
 : -21%[76.3 µM]	4%
> CCc1ccc(-n2c3nc(=O)[nH]c(=O)c-3cc3c(C)nn(-c4ccccc4)c32)cc1
 : 14%[76.3 µM]	4%
> COc1cccc(CC(=O)Nc2ccc3nc(N4CCC(C)CC4)cc(C)c3c2)c1
 : -1%[76.3 µM]	-18%
> O=C(CCCn1c(=O)c2ccccc2n(CC(=O)Nc2ccc(F)cc2F)c1=O)NCc1ccccc1Cl
 : 18%[76.3 µM]	3%
> COc1cc(NC(=O)CCc2c(C)nc3nc(-c4cc(OC)cc(OC)c4)nn3c2C)cc(OC)c1
 : 14%[76.3 µM]	0%
> Cc1cc(C)cc(NC(=O)NCC2CCN(Cc3cc(C)ccc3C)CC2)c1
 : 4%	3%
> CCOC(=O)c1ccc(NS(=O)(=O)c2ccc3c(c2)CCN3C(=O)CC)cc1
 : 0%[76.3 µM]	-30%[inhibitor]
> CCc1ccc(NC(=O)c2cnn(-c3ccccc3)c2-n2cccc2)cc1
 : ?	?
> Cc1oc2c(cc(NS(=O)(=O)c3ccc(Br)cc3)c3ccccc32)c1C(=O)OCc1ccccc1
 : 5%[76.3 µM]	-10%
> Nc1nn(-c2ccccc2)nc1C(=O)OCc1ccc(Cl)cc1
 : 8%[76.3 µM]	-5%
> COc1ccc(-c2[nH]c3ccccc3c2SCCNC(=O)c2ccc(S(=O)(=O)N(C)C)cc2)cc1
 : 4%[76.3 µM]	-23%
> CCc1nc2nc(C)cc(Nc3cc(Cl)ccc3OC)n2n1
 : 5%[76.3 µM]	-9%
> CCOc1ccc(N2CC(c3nc4ccccc4n3CCCOc3ccccc3OC)CC2=O)cc1 (configuration not stated)
 : -5%[76.3 µM]	4%
> COCCCNC(=O)c1c(NC(=O)c2cc(=O)c3cc(C)c(C)cc3o2)sc2c1CCCC2
 : 2%[76.3 µM]	15%
> Cc1ccc(CCNC(=O)c2ccc3c(c2)N(Cc2cc(C)ccc2C)C(=O)c2ccccc2S3=O)cc1 (configuration not stated)
 : -9%[76.3 µM]	-10%

Screens: PubChem, National Center for Advancing Translational Sciences (NCATS)

A portion of the library (hit frequency here may not be typical).
